Source: PubChem (Sanford-Burnham Center for Chemical Genomics)
mIAP block = inhibitors of mouse IAP, primary screen, biochemical, luminescence, uHTS. intestinal alkaline phosphatase [Mus musculus]. purified mouse IAP, CDP-Star luminescence, 30 min. inhibition, % at 10 µM. hit rate 0.2% among 330,000. AID 2806, 2010;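 active = inhibition of at least 40% at 10 µM in the primary screen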;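 also: plate controls were DMSO with enzyme for no effect and no enzyme wells for full effect; values of inactives mirror those of a sister screen read the other way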
beta cell repl = inducers of MIN6 beta-cell proliferation, primary screen, ATP luminescence, uHTS; MIN6 cells proliferation, ATPlite luminescence, 48 h; cells starved in 0.2% serum; 100% = growth in 10% serum; proliferation, % at 10 µM; hit rate 0.29% among 330,000; AID 2380, 2010;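 active = compounds whose signal lies at least 3.5 SD above the mean of all wells on their plate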;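 also: 0% = DMSO-treated cells in low-serum medium and 100% = 10% serum control; some compounds called inactive have numbers as strong as hits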
ATG4B inh = ATG4B protease inhibitors, primary screen, biochemical, fluorescence, uHTS | ATG4B cleavage of LC3-PLA2, NBD-HPC fluorescence, 1 h | inhibition, % at 8.33 µM | hit rate 0.51% among 340,000 | AID 504462, 2011; in the data active = inhibition above about 40%
Target sequence (Q9Y4P1 whole entry, looked up): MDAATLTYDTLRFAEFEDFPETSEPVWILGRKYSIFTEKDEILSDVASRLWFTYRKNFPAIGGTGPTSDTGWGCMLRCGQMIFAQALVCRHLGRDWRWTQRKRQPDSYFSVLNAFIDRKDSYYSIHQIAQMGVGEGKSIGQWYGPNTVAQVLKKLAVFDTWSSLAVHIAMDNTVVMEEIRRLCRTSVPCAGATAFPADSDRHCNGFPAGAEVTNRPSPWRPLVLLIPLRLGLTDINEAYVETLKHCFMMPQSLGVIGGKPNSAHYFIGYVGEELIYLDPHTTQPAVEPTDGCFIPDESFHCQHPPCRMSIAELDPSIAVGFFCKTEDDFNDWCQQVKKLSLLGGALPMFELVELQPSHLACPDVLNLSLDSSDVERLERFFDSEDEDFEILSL
mIAP act = activators of mouse IAP, primary screen, biochemical, luminescence, uHTS. intestinal alkaline phosphatase [Mus musculus]. muIAP, CDP-Star luminescence, 30 min; hits give high values; 1 = vehicle-only enzyme signal, 0 = enzyme-free wells. activation factor at 10 µM. hit rate 0.24% among 330,000. AID 2805, 2010;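 active = activation factor of at least 2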; also: the source names both 10 and 20 µM as test concentration; values of inactives mirror those of a sister screen read the other way
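Assay system: mouse IAP enzyme / Compound: DMSO-dissolved test compounds / Timing: 30 min, room temperature / Measured by: luminescence from enzymatic CDP-Star hydrolysis / Control set: DMSO-only wells, enzyme-free buffer wells as negative control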
hIAP activ = human IAP activators, primary screen, biochemical, luminescence, uHTS; Intestinal-type alkaline phosphatase (Homo sapiens), P09923; purified human IAP, CDP-Star luminescence, 30 min; hits give high values; 1 = vehicle-only enzyme, 0 = enzyme-free background; activation factor at 10 µM; hit rate 0.16% among 330,000; AID 2524, 2010;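 active = activation factor of the enzyme at least 2-fold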; also: the source names both 10 and 20 µM as test concentration; values of inactives mirror those of a sister screen read the other way
A3G deaminase = APOBEC3G DNA deaminase inhibitors, primary screen, biochemical, fluorescence, single-stranded DNA substrate, uHTS | DNA dC->dU-editing enzyme APOBEC-3G (Homo sapiens), Q9HC16 | inhibition, % at 20 µM | hit rate 0.28% among 330,000 | recombinant A3G, ssDNA deamination FAM/TAMRA fluorescence;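 active = inhibition of at least 40% at 20 µM, with no more than 30% in the related APOBEC3A deaminase screen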;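 also: plate controls were DMSO wells with A3G for no effect and wells lacking A3G enzyme for full effect; some compounds called inactive have numbers as strong as hits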
Target sequence (Q9HC16 whole entry, looked up): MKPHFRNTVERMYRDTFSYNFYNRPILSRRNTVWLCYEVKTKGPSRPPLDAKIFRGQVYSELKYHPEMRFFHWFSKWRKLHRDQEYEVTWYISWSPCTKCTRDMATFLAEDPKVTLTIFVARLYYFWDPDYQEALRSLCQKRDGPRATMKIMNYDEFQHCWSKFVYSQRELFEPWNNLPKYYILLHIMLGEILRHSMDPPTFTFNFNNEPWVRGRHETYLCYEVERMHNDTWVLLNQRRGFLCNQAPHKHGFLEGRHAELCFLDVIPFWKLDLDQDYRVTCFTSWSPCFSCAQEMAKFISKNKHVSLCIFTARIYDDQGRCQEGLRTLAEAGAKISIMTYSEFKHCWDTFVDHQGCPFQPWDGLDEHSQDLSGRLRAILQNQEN
hIAP block = human IAP inhibitors, primary screen, biochemical, luminescence, uHTS. hit rate 0.12% among 330,000. purified IAP, CDP-Star luminescence, 30 min. inhibition, % at 10 µM;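 active = inhibition reaching a set limit with compound at 10 µM in the primary screen, cut at about 35% in these data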;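 also: plate controls were DMSO wells with enzyme for no effect and no-enzyme buffer wells for full effect; values of inactives mirror those of a sister screen read the other way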
A3A deaminase = APOBEC3A ssDNA deaminase inhibitors, primary screen, selectivity assay for APOBEC3G inhibitor project, biochemical, FAM/TAMRA oligo cleavage fluorescence; hit rate 0.41% among 330,000; inhibition, % at 20 µM; DNA dC->dU-editing enzyme APOBEC-3A (Homo sapiens), P31941; recombinant A3A, FAM/TAMRA ssDNA deamination fluorescence;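 active = at least 40% inhibition at 20 µM here, with at most 30% in a related deaminase screen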;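 also: plate controls were A3A with DMSO for no effect and wells lacking A3A enzyme for full effect; some results filed as inactive read as strong as hits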
Target sequence (P31941 whole entry, looked up): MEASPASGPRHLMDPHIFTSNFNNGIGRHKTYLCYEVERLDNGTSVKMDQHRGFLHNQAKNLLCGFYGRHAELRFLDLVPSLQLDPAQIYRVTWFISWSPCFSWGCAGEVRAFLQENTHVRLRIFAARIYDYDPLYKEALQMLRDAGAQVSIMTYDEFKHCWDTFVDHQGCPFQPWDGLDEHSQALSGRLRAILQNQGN
MPTP inh = mitochondrial permeability transition pore inhibitors, primary screen, biochemical, isolated mouse mitochondria, absorbance. hit rate 1.4% among 360,000. inhibition, % at 10 µM. Ca2+ swelling absorbance, 30 min;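 active = inhibition of 50% or more, scaled per plate between neutral and stimulator controls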;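 also: 0% = DMSO wells given calcium and 100% = 1 mM EGTA wells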
* = called active by the depositor; · = no result given. Compounds were not picked by outcome, and some 3.3% of all compounds hit somewhere here.

SMILES	mIAP block	beta cell repl	ATG4B inh	mIAP act	hIAP activ	A3G deaminase	hIAP block	A3A deaminase	MPTP inh
COC(=O)C1CCN(C(=O)COc2ccc(S(=O)(=O)N3CCOCC3)cc2Cl)CC1	4	0	-2	0.96	1	-5	-4	-3	0.8
COc1ccc(CNc2nc(NCc3ccc(OC)cc3)c3ncn(C4CCCC4)c3n2)cc1	-6	-4	5	1.1	1.1	-10	-12	-2	5.6
COc1ccc(-n2c(=O)c3c4c(sc3n(CC(=O)NC3CCCC3)c2=O)CCCC4)c(OC)c1	-26	-1	-9	1.3	1	1	-5	-4	2.1
O=C(N/C(=C/C=C/c1ccccc1)C(=O)N1CCCCC1)c1ccc([N+](=O)[O-])cc1	4	-4	-9	0.96	0.88	-9	12	-3	-0.3
CS(=O)(=O)N(CC(=O)NCCSC1CCCCC1)c1cccc(F)c1	-9	0	-8	1.1	1.1	-2	-10	4	-0.1
Nc1ncnc2c1ncn2[C@@H]1O[C@H](CNCc2ccccc2OCC(=O)N2CCCCC2)[C@@H](O)[C@H]1O	3	2	·	0.97	1.2	-9	-15	-7	-3.3
COc1ccc(/C=N/NC(N)=S)cc1OC(=O)c1cccc2ccccc12	13	-6	-20	0.87	1	-6	0	-2	0.7
Cc1nn(C)c(C)c1NC(=O)CCSc1nc(-c2ccco2)cc(C(F)(F)F)n1	2	-3	-7	0.97	0.94	0	6	2	-5.1
CC1=CC=CN2C1=NC(=O)CC2(C)C(=O)N(CC(=O)NC1CCCC1)c1cc(C)cc(C)c1 (stereo not given)	-10	-2	-7	1.1	1.1	-10	-10	-1	-0.9
CCN1CCN(c2ccc(N3CCN(C(=O)c4ccc(Br)o4)CC3)nn2)CC1	-9	-3	12	1.1	1.1	3	-8	2	-0.8
O=C(O)c1ccc2c(c1)C(=O)N(CCCCCCCN1C(=O)c3ccc(C(=O)O)cc3C1=O)C2=O	6	-3	-2	0.94	0.74	-5	26	-2	-0.5
COc1ccccc1-n1c(CNC(=O)c2cccs2)n[nH]c1=S	0	-2	-9	1	1	0	-4	-3	-0.7
CCCc1cc(=O)[nH]c(SCC(=O)CSc2nc(CCC)cc(=O)[nH]2)n1	15	-6	-5	0.85	0.94	0	6	0	-0.3
CC(=O)Nc1ccc(SCC(=O)N(CCC#N)c2cc(C)cc(C)c2)cc1	0	-2	-5	1	0.99	0	1	3	0.2
C=CCNc1nnc(-c2ccncc2)s1	-9	-1	1	1.1	1.2	1	-18	4	-0.7
CCN(CC)CCn1c2c(c(SCC(=O)Nc3ccccc3Cl)nc1=O)CCC2	-4	2	1	1	1.2	-1	-23	0	-1.9
CCCC(C(=O)NC1CCCC1)N(C(=O)Cn1nnc(-c2ccc(C)o2)n1)C1CCCC1 (stereo not given)	6	0	-7	0.94	1.1	5	-6	5	-1.2
CCc1ccc(OCC(=O)NC(NC(=S)Nc2ccccc2C)C(Cl)(Cl)Cl)cc1 (stereo not given)	-85	0	33	1.9	0.91	-7	9	3	81*
O=C(NCc1cccc(C(F)(F)F)c1)C1CCC(=O)N(C2CCCCCC2)C1 (stereo not given)	-2	3	-5	1	1	-8	-2	-4	-0.8
CC(NC(=O)CN1CCN(Cc2ccc(Cl)cc2)C1=O)c1ccc2c(c1)OCCO2 (stereo not given)	-12	2	0	1.1	0.98	-7	2	-3	-2.1
Cc1csc(NC(=O)C2=COCCO2)n1	8	2	4	0.92	0.97	-4	3	0	0.1
COC(=O)c1cccc(C(=O)N2CCCC(C(=O)c3cccc(OC(C)C)c3)C2)c1 (stereo not given)	7	4	-11	0.93	0.77	-2	23	-1	-1.5
C/C(=N\Nc1nc(N2CCCCCC2)nc(N2CCCCCC2)n1)c1ccccc1	2	-6	-12	0.98	0.99	3	1	3	2.5
COc1cccc(-c2ccc3nnc(SCC(=O)Nc4ccc(NC(C)=O)cc4)n3n2)c1	-7	0	-3	1.1	1.1	16	-12	-1	-1.3
COc1ccc(OCC(=O)Nc2cc(-c3nn(C)c(=O)c4ccccc34)ccc2N2CCOCC2)cc1	2	-4	-15	0.98	1.1	-2	-10	4	-0.4
CC(Cc1ccccc1)C(=O)NCc1ccncc1 (stereo not given)	-3	-1	2	1	0.91	6	9	4	1.8
O=C(CN1CCOc2ccccc21)NCc1cccs1	-2	0	6	1	1.1	-8	-10	-7	-0.4
Cn1c(=O)n(C)c2cc([N+](=O)[O-])c(N3CCN(S(=O)(=O)c4ccccc4)CC3)cc21	10	-3	-13	0.9	0.83	-1	17	1	3.1
COc1ccc(-c2cc(C(=O)NNC3=NCCC3)c3c(C)nn(-c4ccccc4)c3n2)cc1	-5	-6	-3	1.1	1.5	-3	-46	-6	-0.2
COc1cc(C(=O)N[C@H](C(=O)NC2CCCCCC2)C(C)C)cc(OC)c1OC	-2	1	-11	1	1.3	0	-28	3	0.8
CCN(CC)S(=O)(=O)c1ccc(N2CCOCC2)c(NS(=O)(=O)c2ccc(C)cc2)c1	2	0	0	0.98	0.97	-3	3	0	0.8
O=C(CCn1c(=O)oc2ccccc21)NCc1ccc2c(c1)OCO2	-6	-2	-3	1.1	1	4	-4	2	0.3
Cc1c2cnn(CC(=O)Nc3cccc(C(F)(F)F)c3)c(=O)c2c(C)n1Cc1ccccc1F	-2	0	11	1	0.98	-7	2	-3	2.8
Cc1c(C(=O)N2CCN(Cc3ccccc3)CC2)sc2ncnc(N3CCOCC3)c12	-4	-1	-8	1	1	-7	-4	-2	1.3
CC(NS(=O)(=O)c1ccc(OCC(=O)NCc2ccncc2)cc1)c1ccccc1 (stereo not given)	4	-2	1	0.96	1	-7	-3	-4	0.8
O=C(O)/C=C\C(=O)NCc1cccnc1	-2	-2	-1	1	0.98	-7	2	-1	-2.3

Entries of single compounds, looked up by structure. Order of screens: mIAP block	beta cell repl	ATG4B inh	mIAP act	hIAP activ	A3G deaminase	hIAP block	A3A deaminase	MPTP inh
COc1ccc(-c2cc(C(=O)NNC3=NCCC3)c3c(C)nn(-c4ccccc4)c3n2)cc1 in the list: -5	-6	-3	1.1	1.5	-3	-46	-6	-0.2
Cc1c(C(=O)N2CCN(Cc3ccccc3)CC2)sc2ncnc(N3CCOCC3)c12 in the list: -4	-1	-8	1	1	-7	-4	-2	1.3

Following part:
SMILES	mIAP block	beta cell repl	ATG4B inh	mIAP act	hIAP activ	A3G deaminase	hIAP block	A3A deaminase	MPTP inh
Cc1ccc(NC(=O)CSCC(=O)Nc2ccccc2N2CCCC2)cc1	8	-7	12	0.92	1.1	-13	-12	-3	0.1
CCOC(=O)c1c(C)nc2c(c1-c1cc(OC)ccc1OC)C(=O)CC(C)(C)C2	4	-1	2	0.95	0.97	-5	3	-1	2.5
Cc1ccc(C(=O)NNC(=O)c2cccnc2SCc2cccc([N+](=O)[O-])c2)cc1	5	0	1	0.95	1.8	-11	-76	-4	-0.6
C/C(=N\NC(=O)c1[nH]c2c([N+](=O)[O-])cc(C)cc2c1-c1ccccc1)c1cccnc1	18	-5	3	0.82	1	2	-1	1	-1.5
CCc1ccc2c(c1)/C(=N/N(C)C(=S)NC)C(=O)N2	9	-3	-2	0.91	1.1	0	-8	1	1.6
Cc1ccccc1-n1c(-c2ccc(Br)o2)n[nH]c1=S	-1	-3	-2	1	1.1	27	-8	-1	14
CC1(C)SCC(C(=O)O)NC1=O (stereo not given)	13	2	0	0.87	1.1	-6	-8	-2	-0.6
CC(=O)Nc1ccc(NC(=O)/C=C/c2ccc(Cl)cc2)cc1	0	-1	2	1	0.98	-3	2	-1	1.2
COc1ccccc1N1CCN(CC(=O)Nc2cc(F)ccc2C)CC1	-3	3	-7	1	1	1	-4	6	-4.9
CC(C)NC(=O)Nc1cccc2c1O[C@H](CN(C)C(=O)Nc1ccccc1)[C@@H](C)CN([C@H](C)CO)C2=O	-17	1	-10	1.2	1.1	-9	-12	-2	-0.9
COc1ccc(CC2C(=O)OC(C)(C)OC2=O)cc1	2	-1	-4	0.98	0.9	-4	10	-1	-0.3
O=C(NN1C(=O)CSC1=S)c1cccnc1	8	-2	-6	0.92	1	-8	-3	-3	1.7
O=C(CSc1nc(-c2ccccc2)cc(=O)[nH]1)Nc1ccc(Br)cc1	1	2	-1	0.99	0.99	2	1	0	1.1
O=C(COc1ccc(/C=N/NC(=O)c2ccncc2)cc1)Nc1ccc([N+](=O)[O-])cc1	4	0	-3	0.96	0.98	-5	2	-1	1.5
CN(C)c1cccc(NC(=O)C2(C)CC2(Cl)Cl)c1 (stereo not given)	-9	0	-4	1.1	0.93	-6	7	-1	1.1
Clc1c(-c2ccccc2)nnn1-c1ccccc1	0	0	11	0.99	0.99	-10	1	0	-0.7
COC(=O)CSc1nc(C)cc(C)c1C#N	-3	0	-6	1	1.1	-10	-13	-3	0.7
CC1(C(=O)NC(=S)N(CCC#N)c2ccccc2)CC1(Cl)Cl (stereo not given)	8	-1	16	0.92	0.9	0	10	-2	0.2
CN(C)c1ccc(N/C=C/C(=O)c2ccc(F)cc2)cc1	7	-2	-2	0.93	0.87	-4	13	-4	2.0
Nc1ncnc2c1ncn2[C@@H]1O[C@H](CNC(=O)[C@H]2CCC(=O)N2)[C@@H](O)[C@H]1O	-4	·	3	1.1	·	-3	·	2	-1.0
Cc1c(C#N)c2ncnc(N)c2n1-c1ccccc1	-14	-1	-3	1.1	1.1	-3	-11	-5	1.1
O=C(/C=N/O)Nc1cccnc1	0	2	-7	1	0.98	3	2	0	0.1
CCCCOc1ccc(C(=O)NCC(=O)N2CC(C)OC(C)C2)cc1 (stereo not given)	8	3	2	0.92	1.1	-3	-11	-2	-1.2
CN1C(=O)c2ccccc2OC1(C)Cc1ccccc1 (stereo not given)	3	-2	-1	0.97	1.1	-1	-7	-3	-0.3
O=C(NN1CCN(Cc2ccccc2Cl)CC1)c1ccc(Cl)cc1	-9	-4	2	1.1	1	-9	-3	2	-0.7
COc1cccc(C(=O)OCC(=O)NCCC2=CCCCC2)c1	-7	0	5	1.1	0.94	-6	6	-1	-0.9
CCc1ccc(NS(=O)(=O)c2cccc3nonc23)cc1	0	-2	-6	1	1.1	-5	-9	-2	-3.2
CC(C)OP(=O)(c1ccc(N(C)C)cc1)C(O)c1ccc(C(C)C)cc1 (stereo not given)	5	0	0	0.95	0.96	-7	4	-5	0.0
Cc1noc(C)c1S(=O)(=O)Nc1ccc(C#N)cc1	13	-3	0	0.87	0.85	-5	15	-1	0.9
O=C(O)C1CCC(CNS(=O)(=O)c2ccc(Br)cc2)CC1 (stereo not given)	-3	-2	-5	1	0.87	-8	13	-3	0.0
CCn1c(SCC(=O)NNC(=O)c2ccc(C)cc2)nnc1C(C)C	-1	-2	8	1	1.1	-6	-13	-2	0.2
O=C(COc1ccccc1[N+](=O)[O-])N1CCCc2ccccc21	4	-1	15	0.96	1.1	-16	-7	-4	-0.2
O=C(CCC(=O)c1cccs1)NCc1ccc(F)cc1	3	0	-4	0.97	0.94	-5	6	-2	0.7
